CHX counter = affects cycloheximide protein synthesis inhibition readout, counter-screen; 300,000 tested, 12% active; max response, %; cell reporter, cycloheximide protein synthesis inhibition counterscreen; AID 2314; in the data active = max response mostly above about 13%, no sharp cut-off; inactive = mostly below about 14%; also: read at 38.3 µM for the half of the compounds with a filed dose; 0% is about no effect
HCV inhibitor = HCV inhibition. Huh7.5.1 HCVcc-Cre infection, luciferase reporter, 44 h. Potency, µM (series often up to 41.8 µM), for inactives: at the top dose activity change, negative = inhibition, most hits filed as inhibitors. 340,000 tested, 3.4% active. AID 651820; also: potency is read from the fitted curve at half-maximal effect; % is scaled to controls: 0 for no effect and ±100 for the full control effect
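Whole-lifecycle infectious HCVcc-Cre system; cells 1,000/well, compound then virus (~0.5 moi) added 4 h after plating, 44 h culture. Luciferase read 15 sec following 15 min substrate incubation, room temp.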
Pf growth 96h = inhibits malaria parasite growth, 96 h; P. falciparum luciferase reporter growth, 96 h; Potency, µM (highest dose often 28.7 µM), for inactives: at the highest dose activity change, negative = inhibition, actives largely listed as inhibitors; 320,000 tested, 6.9% active; AID 504834; also: potency is read from the fitted curve at half-maximal effect; % is scaled to controls: 0 for no effect and ±100 for the full control effect
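Plates of compound plus infected erythrocytes (2% hematocrit, 0.05% parasitemia final) incubate 96 hours, 37 C, 5% CO2. Detection reagent added; reduced luminescence from the parasites' luciferase reporter flags inhibition.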
Tb PYK inh = blocks Trypanosoma brucei pyruvate kinase | 410,000 tested, 0.12% active | Potency, µM (titrated, usually from 76.8 µM), for inactives: at the top dose activity, negative = inhibition, usual class: inhibitors | TbPYK enzyme, Kinase-Glo Plus ATP luminescence, 45 min | AID 624173 | Q57TT1; also: potency is read from the fitted curve at half-maximal effect; % is scaled to controls: 0 for no effect and ±100 for the full control effect; nearly all actives have a fitted effect of over 50% in size
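Luminescent Kinase-Glo Plus end-point after 45 min room-temperature reaction of T. brucei pyruvate kinase started with 130 uM ADP (final). Buffer TEA 50 mM pH 7.2 with KCl, MgCl2, BSA, Tween-20; titration-based qHTS with fitted concentration-effect curves.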
Pf growth 48h = P. falciparum growth inhibition at 48 hours (one generation); P. falciparum luciferase growth in erythrocytes, 48 h; Potency, µM (titrated, usually from 28.7 µM), without a hit: at the highest dose activity change, negative = inhibition, usual class: inhibitors; 310,000 tested, 5.9% active; AID 504832; also: potency is read from the fitted curve at half-maximal effect; % is scaled to controls: 0 for no effect and ±100 for the full control effect
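Read-out is firefly luciferase luminescence from an integrated reporter in P. falciparum, so falling signal marks reduced parasite growth. Infected erythrocytes were at 2% hematocrit and 0.1% parasitemia (final) in Albumax-supplemented RPMI 1640.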
LmPK inhibitor = LmPK (Leishmania mexicana) enzyme inhibition. Q27686. purified LmPK, Kinase-Glo ATP luminescence, 1 h. Potency, µM (doses to about 57.5 µM), inactives show at the top dose activity change, negative = inhibition, hits mostly inhibitors. 290,000 tested, 0.37% active. AID 1721; also: potency is read from the fitted curve at half-maximal effect; % is scaled to controls: 0 for no effect and ±100 for the full control effect
Target sequence (Q27686 whole entry, looked up): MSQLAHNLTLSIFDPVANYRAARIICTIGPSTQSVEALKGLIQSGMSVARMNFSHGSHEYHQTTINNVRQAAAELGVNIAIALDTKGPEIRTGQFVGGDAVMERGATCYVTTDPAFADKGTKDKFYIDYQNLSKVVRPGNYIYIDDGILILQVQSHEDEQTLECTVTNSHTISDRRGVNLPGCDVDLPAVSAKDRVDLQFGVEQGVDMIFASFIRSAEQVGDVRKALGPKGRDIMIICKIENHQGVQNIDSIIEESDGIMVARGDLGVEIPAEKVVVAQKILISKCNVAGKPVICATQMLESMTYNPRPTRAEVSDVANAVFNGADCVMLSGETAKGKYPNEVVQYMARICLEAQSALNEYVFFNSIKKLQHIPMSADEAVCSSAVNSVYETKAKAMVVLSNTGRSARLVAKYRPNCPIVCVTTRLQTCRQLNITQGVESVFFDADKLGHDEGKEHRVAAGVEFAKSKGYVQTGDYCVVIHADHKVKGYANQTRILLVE
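0.1 nM LmPK, 0.5 mM PEP, 0.1 mM ADP; 50 mM imidazole pH 7.2, 7 mM MgCl2, 50 mM KCl; 1 h RT. Kinase-Glo luminescence readout, normalized to no-enzyme (full inhibition) and uninhibited wells.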
Shiga toxin inh = blocks Shiga toxin action in Vero cells | Vero cells, Shiga toxin protein synthesis inhibition reporter | inhibition, % at 38.7 µM | 290,000 tested, 9.2% active; in the data active = inhibition mostly above about 28%, no sharp cut-off; inactive = mostly below about 43%; also: 0% is about no effect
* = called active by the depositor; u = inconclusive; x = not tested or not shown; & = joins results of further samples; [ ] = dose if it differs, or a comment. Unless noted, calls follow the shape of the dose curve; as a rule, active = well fitted curve in the direction sought with a large enough effect; inconclusive = small, poorly fitted or top-dose-only effect, or another doubt; inactive = no such curve, though single readings can be large; an effect the other way counts as inactive or inconclusive.

SMILES	CHX counter	HCV inhibitor	Pf growth 96h	Tb PYK inh	Pf growth 48h	LmPK inhibitor	Shiga toxin inh
O=C(Nc1nccs1)c1ccc(-c2cccc([N+](=O)[O-])c2)o1	24*	-14%	52%[activator]	-3%	u	-13%	28
CC(C)Cn1c(/C=C/c2ccccc2)nc2ccccc21	39*	u	1%	-3%	44%[activator]	0%	59*
CCOC(=O)c1c(NC(C)=O)sc2c1CCC(C=O)=C2Sc1ccccc1	-2	2.8µM*	u	-12%	x	0%	-9
CC(C)N(Cc1ccccc1)C(=O)C1CCCN(c2ncnc3c2nc2n3CCCCC2)C1 (configuration not stated)	-3	u	-5%	-4%	u	7%	-15
O=C(NCC(=O)N(Cc1ccco1)C(C(=O)NC1CCCC1)c1ccncc1)c1cccs1 (configuration not stated)	-2	14%	u	4%	9%	-7%	-11
Cc1ccc(C)c(NC(=O)C2CC(=O)N(C(C)C)C2)c1 (configuration not stated)	-4	15%	18%	5%	5%	-1%	-4
COCCNC(=O)C1CC(c2ccc(F)cc2)=NO1 (configuration not stated)	-5	20%	u	4%	x	-2%	-19
CCCOC(=O)Cc1c(O)c2ccccc2[nH]c1=O	-1	6%	-21%	3%	9%	-6%	2
COc1ccc(OCC(=O)Nc2cc(C)c(Cl)cc2OC)c([N+](=O)[O-])c1	14*	7%	22%	-8%	36%[activator]	-2%	1
CCC(=O)Nc1cc(Cl)ccc1C(=O)O	9	-10%	x	-16%	u	2%	-7
CCn1c(SCC(=O)Nc2oc(C)c3c(C)n[nH]c(=O)c23)nc2sc(C)c(C)c2c1=O	x	6%	26%	2%	0%	x	x
CC(=O)Nc1cc[n+](C(C)C(=O)c2ccc(Cl)cc2)cc1 (configuration not stated)	5	u	36%[activator]	2%	u	2%	-2
COc1cccc(-n2cnnn2)c1	2	24%	x	3%	14%	1%	21
O=C(CN1C(=O)NC2(CCCCCC2)C1=O)N1CCN(c2ccccc2)CC1	x	-3%	u	-5%	u	x	x
O=[N+]([O-])c1ccc(N2CCN(C(=S)Nc3ccc(F)cc3F)CC2)cc1	7	-5%	5%	-1%	u	1%	11
COc1ccccc1-n1cnnc1SCC(=O)N1CCOCC1	-4	9%	3%	-3%	20%	0%	3
O=C(COC(=O)c1ccc(Br)o1)Nc1ccc(N2CCOCC2)cc1	x	16%	11%	3%	6%	x	x
COc1cccc(/C=N/NC(=O)c2nc(-c3ccccc3)cc(-c3ccccc3)n2)c1O	15*	17%	2%	-9%	5%	0%	13
COc1ccc(C(=O)NNC2=NCCCCC2)cc1	-3	31%[activator]	21%	1%	13%	0%	-2
O=C(CN1c2ccccc2Sc2ccccc21)N/N=C/c1ccccc1	-2	u	u	-8%	u	-2%	-2
Cc1cc(C)cc(N(CCC#N)C(=O)CSC2=Nc3ccccc3C3CC=NN23)c1 (configuration not stated)	13	-17%	12µM*	0%	13µM*	8%	3
COc1c(C)cccc1C(=O)Nc1ccc(N2CCN(S(C)(=O)=O)CC2)cc1	35*	7%	9%	2%	163%[activator]	0%	96*
CCOc1ccccc1NC(=O)CSc1nnnn1Cc1ccccc1	-1	u	x	0%	-18%	1%	-2
COc1ccc(-c2nn(-c3ccccc3)cc2/C=N/O)cc1	2	-5%	6%	11%	u	2%	9
Cc1ccc(N(CC(O)CN2CCCC2)S(=O)(=O)c2ccccc2)cc1 (configuration not stated)	-2	22%	u	5%	u	2%	-11

Ordered by molar mass (descending): part of the list above.
SMILES	CHX counter	HCV inhibitor	Pf growth 96h	Tb PYK inh	Pf growth 48h	LmPK inhibitor	Shiga toxin inh
O=C(NCC(=O)N(Cc1ccco1)C(C(=O)NC1CCCC1)c1ccncc1)c1cccs1 (configuration not stated)	-2	14%	u	4%	9%	-7%	-11
O=C(COC(=O)c1ccc(Br)o1)Nc1ccc(N2CCOCC2)cc1	x	16%	11%	3%	6%	x	x
COc1c(C)cccc1C(=O)Nc1ccc(N2CCN(S(C)(=O)=O)CC2)cc1	35*	7%	9%	2%	163%[activator]	0%	96*
O=C(Nc1nccs1)c1ccc(-c2cccc([N+](=O)[O-])c2)o1	24*	-14%	52%[activator]	-3%	u	-13%	28
COCCNC(=O)C1CC(c2ccc(F)cc2)=NO1 (configuration not stated)	-5	20%	u	4%	x	-2%	-19
CCCOC(=O)Cc1c(O)c2ccccc2[nH]c1=O	-1	6%	-21%	3%	9%	-6%	2

Carrying on.
SMILES	CHX counter	HCV inhibitor	Pf growth 96h	Tb PYK inh	Pf growth 48h	LmPK inhibitor	Shiga toxin inh
COc1ccc(NC(=O)CN(C)C(=O)c2ccccc2CCc2ccccc2)cc1	x	u	-6%	3%	u	x	x
COc1ccc(C(=O)c2cn(CC(=O)Nc3cc(OC)cc(OC)c3)c3ccc(OC)cc3c2=O)cc1	x	x	-4%	-4%	-6%	x	x
Cc1cccc(OCC(=O)NNC(=O)c2cc(S(=O)(=O)N(C)C)ccc2N2CCCC2)c1	x	u	-14%	-5%	u	x	x
CC(Sc1nnc(-c2ccco2)n1N)C(=O)NC1CCCCC1C (configuration not stated)	x	7%	4%	2%	4%	x	x
O=C(NC(Cc1ccccc1)C(=O)N1CCCC(C(F)(F)F)C1)c1ccccc1 (configuration not stated)	x	u	u	-7%	0%	x	x
CC(=O)O[C@]1(C)C(=O)OC/C2=C/CN(C)CCC(OC(=O)[C@@](O)(C(C)O)C[C@H]1C)C2=O (some centres not stated)	-1	11%	u	5%	-4%	-1%	8
COC(=O)C1=C(C)N=C2SC(C#N)=C(N)N2C1c1ccc(OCc2ccccc2)cc1 (configuration not stated)	-1	u	12µM*	0%	x	9%	-15
CSc1cccc(NC(=O)c2cc(S(=O)(=O)N3CCCCC3)c[nH]2)c1	-2	14%	u	0%	15%	-4%	24
CCC1(c2ccccc2)NC(=O)N(CC(=O)Nc2ccc3c(C)cc(=O)oc3c2)C1=O (configuration not stated)	x	u	-2%	4%	u	x	x
Cc1cc(NC(=O)C(C)SCC(=O)N(C)CC(=O)Nc2ccc(F)cc2)no1 (configuration not stated)	x	23%	20%	-4%	7%	x	x
O=S(=O)(c1ccc(SCc2cccc(Cl)c2)nc1)N1CCCC1	x	-23%	-24%	1%	-26%	x	x
COc1ccc(CCN(C(=O)C(F)(F)F)C(C(=O)NC2CCCC2)c2cccs2)cc1 (configuration not stated)	-2	-13%	u	4%	u	-1%	-4
Cc1ccc(SCc2ccc(C(=O)N3CCCC3)cc2)cc1	39*	-3%	1%	-18%	98%[activator]	-9%	96*
CC1=C(C(=O)OCC(C)C)C(c2cccs2)NC(=S)N1 (configuration not stated)	-1	-1%	u	5%	2%	1%	-4
Cc1cc(NC(=O)Nc2ccc(Cl)cc2)no1	27*	-12%	u	-11%	74%[activator]	0%	x
CCSc1nnc(NC(=O)CSc2nc(CC)nc3c2c(=O)n(C)c(=O)n3C)s1	-2	-28%	33%[activator]	-4%	21%	4%	13
Cc1ccc(-c2nn3c(C)nnc3c3ccccc23)cc1S(=O)(=O)N1CCN(CCO)CC1	-2	-5%	u	8%	u	3%	-15
O=C(CN1CCCc2ccccc21)NC(=O)NCc1ccco1	11	19%	x	-6%	0%	11%	19
CC(NC(=O)c1cc(S(=O)(=O)N2CCOCC2)ccc1N1CCCC1)c1ccc(Cl)c(Cl)c1 (configuration not stated)	x	-20%	u	-12%	u	x	x
O=[N+]([O-])c1ccc(C2(O)CN(c3ccccc3)C3=[N+]2CCS3)cc1 (configuration not stated)	0	u	-30%	2%	-27%	-6%	31
COc1ccc(N2CCN(c3nccs3)CC2)cc1	37*	-3%	90%[activator]	0%	74%[activator]	0%	72*
Cc1ccc2c(C)c(C(=O)Nc3c(C)n(C)n(-c4ccccc4)c3=O)oc2c1C	-3	-15%	-3%	0%	-14%	4%	-4
O=C(NNC(=O)c1cccnc1)Nc1ccc(Cl)c(Cl)c1	-2	-4%	2%	-3%	4%	-2%	-4
COc1ccc(Cl)cc1NC(=O)CSc1nc2ccsc2c(=O)n1CC1CCC(C(=O)O)CC1 (configuration not stated)	1	21%	-1%	6%	u	3%	43
COC(=O)C1C2c3ccccc3OC1(C)N=c1s/c(=C/c3cnn(C)c3C)c(=O)n12 (configuration not stated)	-3	7%&-19%	x	5%	u	4%	-6

Single records, from the list above:
O=S(=O)(c1ccc(SCc2cccc(Cl)c2)nc1)N1CCCC1 is entered as CHX counter: x; HCV inhibitor: -23%; Pf growth 96h: -24%; Tb PYK inh: 1%; Pf growth 48h: -26%; LmPK inhibitor: x; Shiga toxin inh: x
COCCNC(=O)C1CC(c2ccc(F)cc2)=NO1 (configuration not stated) is entered as CHX counter: -5; HCV inhibitor: 20%; Pf growth 96h: u; Tb PYK inh: 4%; Pf growth 48h: x; LmPK inhibitor: -2%; Shiga toxin inh: -19
COc1ccc(Cl)cc1NC(=O)CSc1nc2ccsc2c(=O)n1CC1CCC(C(=O)O)CC1 (configuration not stated) is entered as CHX counter: 1; HCV inhibitor: 21%; Pf growth 96h: -1%; Tb PYK inh: 6%; Pf growth 48h: u; LmPK inhibitor: 3%; Shiga toxin inh: 43

At a glance, some entries already given.
SMILES	CHX counter	HCV inhibitor	Pf growth 96h	Tb PYK inh	Pf growth 48h	LmPK inhibitor	Shiga toxin inh
COc1ccc(Cl)cc1NC(=O)CSc1nc2ccsc2c(=O)n1CC1CCC(C(=O)O)CC1 (configuration not stated)	1	21%	-1%	6%	u	3%	43
COC(=O)C1C2c3ccccc3OC1(C)N=c1s/c(=C/c3cnn(C)c3C)c(=O)n12 (configuration not stated)	-3	7%&-19%	x	5%	u	4%	-6

(list continues)
SMILES	CHX counter	HCV inhibitor	Pf growth 96h	Tb PYK inh	Pf growth 48h	LmPK inhibitor	Shiga toxin inh
CCOC(CC(=O)NNC(=O)c1c(-c2c(Cl)cccc2Cl)noc1C)OCC	0	4%	u	-17%	u	-12%	-4
Cc1ccc(-c2cc(-c3ccc(Cl)cc3)c(C#N)c(N)n2)o1	1	11%	x	u	-13%	-16%	-13
Cc1cc2ccc3ccccc3c2cc1CN(C)C	33*	u	u	0%	-25%	-4%	60*
O=C(Nc1ccc(S(=O)(=O)Nc2nccs2)cc1)c1c(F)c(F)c(F)c(F)c1F	1	u	3.7µM*	7%	-8%	-4%	-13
COc1ccc(/C=[N+](\[O-])C2N(c3ccccc3)C(=S)SC2(C)C)cc1OC (configuration not stated)	-1	-6%	2%	-5%	5%	-3%	-9
Cc1ccc(CNC(=O)CSc2nc3[nH]ncc3c(=O)[nH]2)cc1	-5	26%	0%	8%	-11%	0%	-4
COc1ccccc1CN1CCN(Cc2nc(-c3ccc(C)cc3)oc2C)CC1	1	u	u	-4%	u	-12%	-4
COc1ccc(N(CC(=O)Nc2ccccc2OC)S(=O)(=O)c2ccccc2)cc1Cl	-2	u	-16%	3%	u	9%	x
COC(=O)c1ccc(S(=O)(=O)N2CCN(C)CC2)n1C	-2	17%	17%	1%	2%	-1%	20
O=C(/C=C/c1ccc(Cl)cc1)N(c1ccccn1)C1CCCCC1	6	u	u	-7%	u	-5%	28
COc1cccc(NC(=O)CN(C)C(=O)CSc2ccc3c(c2)OCCO3)c1	x	u	u	0%	-24%	x	x

Screens as filed in PubChem.
